Assay outcomes deposited in PubChem BioAssay by Broad Institute.
BioA inh – inhibitors of Mycobacterium tuberculosis BioA enzyme. 360,000 compounds, 0.096% hits. inhibition, % at 9.99 µM. purified M. tuberculosis BioA enzyme, plate reader; in the data active means inhibition above about 40%
Numbers without * were called inactive; & = joins results of further samples. These rows are one share of the data; rates above refer to the full screens.

CCC(=O)N1C[C@H](O)COC[C@H]2O[C@@H](CC(=O)NCc3ccc(Oc4ccccc4)cc3)CC[C@@H]21
  BioA inh: -1.3
CC(C)C#Cc1ccc2c(c1)O[C@H](CN(C)Cc1cncnc1)[C@H](C)CN([C@H](C)CO)S2(=O)=O
  BioA inh: 1.6
O=C(C[C@@H]1CC[C@@H](NC(=O)Nc2cccc(F)c2)[C@H](CO)O1)NCC1CC1
  BioA inh: 2.1
COc1ccccc1C#Cc1ccc([C@@H]2[C@H]3CN(CCC(F)(F)F)CCCCN3[C@H]2CO)cc1
  BioA inh: 19
C[C@H]1CN([C@@H](C)CO)C(=O)c2cc(C3=CCCCC3)cnc2O[C@H]1CN(C)C(=O)Cc1ccncc1
  BioA inh: -5.2
C[C@@H]1CCCCO[C@@H](CN(C)CC2CC2)[C@H](C)CN([C@@H](C)CO)C(=O)c2cc(NC(=O)Nc3ccccc3)ccc2O1
  BioA inh: -0.1
O=C(C1CC1)N1CCCCN2[C@H](C1)[C@H](c1ccc(C#CC3CC3)cc1)[C@@H]2CO
  BioA inh: -0.1
C[C@@H]1CCCCO[C@H](CN(C)S(=O)(=O)c2cn(C)cn2)[C@@H](C)CN([C@@H](C)CO)C(=O)c2cc(NC(=O)Nc3ccc4c(c3)OCO4)ccc2O1
  BioA inh: 1.4
C[C@@H]1CN([C@@H](C)CO)C(=O)Cc2cc(NS(=O)(=O)c3cccs3)ccc2O[C@@H]1CN(C)S(=O)(=O)c1ccccc1
  BioA inh: -0.8
C[C@H](CO)N1C[C@H](C)[C@@H](CN(C)C(=O)c2ccccc2)Oc2ncc(C#CC3CC3)cc2C1=O
  BioA inh: -0.5
O=C(N[C@H]1CC[C@H](CCn2cc(C3(O)CCCC3)nn2)O[C@H]1CO)C1CCOCC1
  BioA inh: 0.1
Cc1cccc(S(=O)(=O)N[C@@H]2CC[C@@H](CCNC(=O)CCN3CCCCC3)O[C@@H]2CO)c1
  BioA inh: -2.8
CCC(=O)N(C)C[C@H]1Oc2cc(C#CC3CCCC3)ccc2S(=O)(=O)N([C@@H](C)CO)C[C@H]1C
  BioA inh: -1.3
O=C(C[C@@H]1CC[C@@H](NC(=O)C2CCC2)[C@@H](CO)O1)NCCCN1CCOCC1
  BioA inh: 0.8
C[C@@H]1CCCCO[C@H](CN(C)Cc2ccc(Cl)c(Cl)c2)[C@@H](C)CN([C@@H](C)CO)C(=O)c2cc(N(C)C)ccc2O1
  BioA inh: -0.1
Cc1noc(C)c1NC(=O)N(C)C[C@@H]1OCCCC[C@H](C)Oc2ccc(NS(=O)(=O)c3ccc(Cl)cc3)cc2C(=O)N([C@@H](C)CO)C[C@@H]1C
  BioA inh: 1.8
C[C@H]1CCCCO[C@@H](CN(C)C(=O)Nc2ccc3c(c2)OCO3)[C@@H](C)CN([C@@H](C)CO)C(=O)c2cc(NC(=O)Nc3ccc(F)cc3)ccc2O1
  BioA inh: -0.1
C[C@@H]1CN([C@H](C)CO)C(=O)c2cc(NS(=O)(=O)c3ccc(F)cc3)ccc2O[C@H]1CN(C)S(=O)(=O)c1ccc(F)cc1
  BioA inh: -4.1
CC(C)NC(=O)N(C)C[C@@H]1Oc2c(NC(=O)Nc3ccccc3)cccc2C(=O)N([C@@H](C)CO)C[C@H]1C
  BioA inh: 2.8
C[C@H](CO)N1C[C@H](C)[C@H](CN(C)C(=O)Nc2ccccc2)Oc2ncc(-c3cccc(F)c3)cc2C1=O
  BioA inh: -1.1
C[C@@H]1CN([C@@H](C)CO)C(=O)Cc2cc(NC(=O)Cc3cn(C)c4ccccc34)ccc2O[C@H]1CN(C)Cc1ccc(C(F)(F)F)cc1
  BioA inh: -3.2
Cc1noc(C)c1NC(=O)Nc1cccc2c1O[C@@H](CN(C)C(=O)Nc1ccc(F)cc1)[C@H](C)CN([C@@H](C)CO)C2=O
  BioA inh: -0.6
C[C@H](CO)N1C[C@H](C)[C@@H](CN(C)Cc2ccc(-c3ccccc3)cc2)Oc2ccc(NC(=O)Nc3ccc(C(F)(F)F)cc3)cc2C1=O
  BioA inh: -1.8
COc1ccc(S(=O)(=O)Nc2ccc3c(c2)C(=O)N([C@@H](C)CO)C[C@H](C)[C@@H](CN(C)C(=O)NC2CCCCC2)OCCCC[C@@H](C)O3)cc1
  BioA inh: -2.0
CN(C)CC(=O)N[C@@H]1CC[C@@H](CCNC(=O)Nc2ccc(Cl)cc2)O[C@@H]1CO
  BioA inh: 4.0

COCC(=O)Nc1ccc2c(c1)C(=O)N(C)C[C@@H](OC)[C@@H](C)CN(CC1CC1)[C@H](C)CO2
  BioA inh: 0.3
COc1ccc(NC(=O)N(C)C[C@@H]2OCCCC[C@@H](C)Oc3ccc(NS(=O)(=O)c4ccc(C)cc4)cc3C(=O)N([C@H](C)CO)C[C@@H]2C)cc1
  BioA inh: -0.8
O=C(CCN1CCCCC1)NCC[C@H]1CC[C@@H](NC(=O)c2ccc(F)cc2)[C@@H](CO)O1
  BioA inh: -2.3
C[C@H]1CN([C@@H](C)CO)C(=O)c2cc(NC(=O)c3ccncc3)ccc2O[C@H]1CN(C)S(=O)(=O)c1ccccc1
  BioA inh: 2.0
COc1ccccc1-c1cnc2c(c1)C(=O)N([C@H](C)CO)C[C@H](C)[C@H](CN(C)CC1CCCC1)O2
  BioA inh: 3.1
C[C@@H]1CN([C@@H](C)CO)C(=O)Cc2cc(NC(=O)C3CC3)ccc2O[C@H]1CN(C)Cc1ccc(C(=O)Nc2ccccc2N)cc1
  BioA inh: 3.0
CC(C)NC(=O)N1C[C@@H]2[C@H](c3ccccc31)[C@H](CO)N2C(=O)c1cccnc1
  BioA inh: 0.0
C[C@@H]1CN([C@H](C)CO)C(=O)Cc2cc(NC(=O)Nc3ccc(F)cc3)ccc2O[C@H]1CN(C)CC1CC1
  BioA inh: 1.5
C[C@H]1CCCCO[C@H](CN(C)C(=O)Nc2ccc(C(F)(F)F)cc2)[C@@H](C)CN([C@@H](C)CO)C(=O)c2cc(NC(=O)c3ccccc3)ccc2O1
  BioA inh: -1.3
Cc1noc(C)c1S(=O)(=O)N(C)C[C@@H]1OCCCC[C@@H](C)Oc2ccc(NS(=O)(=O)c3cccs3)cc2C(=O)N([C@H](C)CO)C[C@@H]1C
  BioA inh: -0.2
C[C@H](CO)N1C[C@H](C)[C@@H](CN(C)C)Oc2ccc(NC(=O)C3CC3)cc2C1=O
  BioA inh: -0.1
C[C@@H]1CN([C@H](C)CO)C(=O)c2cccc(NC(=O)Nc3ccc(F)cc3)c2O[C@@H]1CN(C)C
  BioA inh: 5.1
CO[C@@H]1CN(C)C(=O)c2ccc(NS(=O)(=O)c3ccc(C)cc3)cc2OC[C@H](C)N(C)C[C@@H]1C
  BioA inh: -1.3
O=C(C[C@@H]1C[C@@H]2c3cc(NC(=O)c4ccc5c(c4)OCO5)ccc3O[C@@H]2[C@H](CO)O1)NCc1cc(F)ccc1F
  BioA inh: -0.6
C[C@H](CO)N1C[C@H](C)[C@H](CN(C)C(=O)Nc2ccc(F)cc2)Oc2ncc(C#Cc3ccc(F)cc3)cc2C1=O
  BioA inh: 0.4
C[C@@H]1CN([C@@H](C)CO)C(=O)c2cc(C#CC(C)(C)O)cnc2O[C@H]1CN(C)Cc1ccccn1
  BioA inh: -3.0
C[C@]12CCC(=O)N1CCc1c2[nH]c2ccccc12
  BioA inh: -0.3&3.5
COc1ccccc1CNC(=O)C[C@H]1C[C@H]2c3cc(NC(=O)Cc4ccncc4)ccc3O[C@H]2[C@H](CO)O1
  BioA inh: -2.4
CS(=O)(=O)Nc1ccc2c(c1)[C@H]1C[C@@H](CC(=O)NCc3ccccn3)O[C@@H](CO)[C@H]1O2
  BioA inh: -1.0
CO[C@@H](CN(C)C(=O)c1ccccc1F)[C@H](C)CN([C@@H](C)CO)S(=O)(=O)c1ccc(C)cc1
  BioA inh: 1.0
CO[C@@H]1CN(C)C(=O)c2cc(NC(C)=O)ccc2OC[C@@H](C)N(C(=O)c2ccccc2)C[C@@H]1C
  BioA inh: -0.6
COc1ccc(NC(=O)N[C@H]2CC[C@H](CCNS(=O)(=O)c3cccc(Cl)c3)O[C@H]2CO)cc1
  BioA inh: -1.7
COc1ccc(NC(=O)Nc2ccc3c(c2)OC[C@@H](C)NC[C@@H](C)[C@@H](OC)CN(C)C3=O)cc1
  BioA inh: 17
C[C@@H]1CCCCO[C@H](CN(C)S(=O)(=O)c2ccc(Cl)cc2)[C@@H](C)CN([C@H](C)CO)C(=O)c2cc(NC(=O)C3CCCCC3)ccc2O1
  BioA inh: 7.4
CCCNC(=O)N1C[C@@H]2[C@H](c3ccccc31)[C@H](CO)N2Cc1ccc(OC)cc1
  BioA inh: -3.0

C[C@@H]1CN([C@H](C)CO)C(=O)c2cc(Br)cnc2O[C@H]1CN(C)C(=O)c1ccccc1F
  BioA inh: 3.7
C[C@H](O)C#Cc1cnc2c(c1)C(=O)N([C@H](C)CO)C[C@@H](C)[C@@H](CN(C)Cc1cccc(F)c1)O2
  BioA inh: -0.2
O=C(NCc1ccncn1)[C@H]1[C@H](CO)[C@H]2Cn3c(cccc3=O)[C@@H]1N2CC1CC1
  BioA inh: -0.6
Cn1cnc(CCNC(=O)C[C@H]2CC[C@@H]3[C@H](COC[C@@H](O)CN3C(=O)C3CC3)O2)c1
  BioA inh: -1.3
CC(C)NC(=O)N(C)C[C@@H]1Oc2c(NS(=O)(=O)c3cn(C)cn3)cccc2C(=O)N([C@@H](C)CO)C[C@@H]1C
  BioA inh: -0.5
CN(C)C(=O)C[C@H]1C=C[C@H](NC(=O)Nc2cccc(F)c2)[C@@H](CO)O1
  BioA inh: -3.9
Cc1noc(C)c1NC(=O)N(C)C[C@H]1Oc2c(NC(=O)NC(C)C)cccc2C(=O)N([C@H](C)CO)C[C@H]1C
  BioA inh: -5.4
C[C@@H]1CN([C@H](C)CO)C(=O)c2cccc(NS(C)(=O)=O)c2O[C@@H]1CN(C)C
  BioA inh: -2.3
C[C@H]1CN([C@@H](C)CO)C(=O)c2cc(-c3ccncc3)cnc2O[C@H]1CN(C)C(=O)c1ccccc1F
  BioA inh: -4.1
Cc1ccc(S(=O)(=O)N(C)C[C@H]2Oc3ccc(N(C)C)cc3CC(=O)N([C@H](C)CO)C[C@H]2C)cc1
  BioA inh: -4.9
C[C@@H]1CN([C@H](C)CO)C(=O)c2cc(C#Cc3cccnc3)cnc2O[C@@H]1CN(C)Cc1cccnc1
  BioA inh: 3.3
C[C@H](CO)N1C[C@H](C)[C@H](CN(C)Cc2ccc3c(c2)OCO3)Oc2ccc(NC(=O)Nc3ccc(F)cc3)cc2CC1=O
  BioA inh: -3.5
CC(C)NC(=O)N(C)C[C@@H]1Oc2ccc(NC(=O)Cn3cnnn3)cc2C(=O)N([C@@H](C)CO)C[C@H]1C
  BioA inh: 0.4
O=C(C[C@@H]1CC[C@H]2[C@@H](COC[C@@H](O)CN2Cc2ccc(Oc3ccccc3)cc2)O1)N1CCc2ccccc2C1
  BioA inh: -1.3
C[C@@H]1CN([C@H](C)CO)C(=O)c2cc(N(C)C)ccc2O[C@@H](C)CCCCO[C@H]1CN(C)C(=O)Nc1cccc2ccccc12
  BioA inh: 1.5
O=C(C[C@@H]1CC[C@@H]2[C@H](COC[C@@H](O)CN2Cc2cccc(Cl)c2)O1)N1CCOCC1
  BioA inh: -1.4
CCCNC(=O)[C@H]1[C@H](CO)[C@H]2Cn3c(ccc(-c4ccc(F)cc4)c3=O)[C@H]2N1CCC
  BioA inh: 3.6
N#C[C@H]1[C@@H](c2ccc(C3=CCCCC3)cc2)[C@@H](CO)N1C(=O)c1cccc(F)c1
  BioA inh: 4.2
CO[C@H]1CN(C)C(=O)c2cc(NC(=O)NC3CCCCC3)ccc2OC[C@@H](C)N(C(C)=O)C[C@@H]1C
  BioA inh: 0.4
Cc1ccc(S(=O)(=O)Nc2ccc3c(c2)C(=O)N([C@H](C)CO)C[C@@H](C)[C@@H](CN(C)S(C)(=O)=O)O3)cc1
  BioA inh: -1.5
CC(C)CC#Cc1ccc2c(c1)O[C@H](CN(C)C(=O)c1ccccc1F)[C@H](C)CN([C@H](C)CO)S2(=O)=O
  BioA inh: 0.2
C[C@H]1CN([C@@H](C)CO)C(=O)c2cc(/C=C/c3ccccc3)cnc2O[C@@H]1CN(C)C(=O)c1ccccc1
  BioA inh: 1.1
CCCNC(=O)[C@H]1[C@H](CO)[C@H]2Cn3c(ccc(-c4cccc(F)c4)c3=O)[C@@H]1N2C(=O)c1ccccn1
  BioA inh: 0.6
Cc1ccccc1-c1cnc2c(c1)C(=O)N([C@@H](C)CO)C[C@@H](C)[C@@H](CN(C)CC1CCOCC1)O2
  BioA inh: -0.4
CCCNC(=O)NC[C@H]1[C@H](c2ccc(C3=CCCCC3)cc2)[C@@H](CO)N1C(C)=O
  BioA inh: -2.7

Copied from above (2 entries):
Cc1ccccc1-c1cnc2c(c1)C(=O)N([C@@H](C)CO)C[C@@H](C)[C@@H](CN(C)CC1CCOCC1)O2
  BioA inh: -0.4
CCCNC(=O)NC[C@H]1[C@H](c2ccc(C3=CCCCC3)cc2)[C@@H](CO)N1C(C)=O
  BioA inh: -2.7

Following part.
C/C=C/c1cnc2c(c1)C(=O)N([C@@H](C)CO)C[C@H](C)[C@H](CN(C)CC1CCOCC1)O2
  BioA inh: -1.8
CO[C@H]1CN(C)C(=O)c2ccc(NS(C)(=O)=O)cc2OC[C@@H](C)N(CC2CCOCC2)C[C@H]1C
  BioA inh: -1.0
CO[C@H]1CN(C)C(=O)c2ccc(NC(=O)Nc3cccc(Cl)c3)cc2OC[C@@H](C)N(C(=O)Nc2c(C)noc2C)C[C@H]1C
  BioA inh: 7.4
CCCC#Cc1ccc2c(c1)O[C@@H](CN(C)C(=O)Nc1ccc(OC)cc1)[C@H](C)CN([C@@H](C)CO)S2(=O)=O
  BioA inh: -1.2
COC(=O)C[C@@H]1C[C@H]2c3cc(N)ccc3O[C@H]2[C@H](CO)O1
  BioA inh: -1.7
O=C(C1CCOCC1)N1[C@H](CO)[C@H]2c3ccccc3NC[C@H]21
  BioA inh: -9.0

Pulled by compound from the list above (three):
CO[C@H]1CN(C)C(=O)c2ccc(NC(=O)Nc3cccc(Cl)c3)cc2OC[C@@H](C)N(C(=O)Nc2c(C)noc2C)C[C@H]1C
  BioA inh: 7.4
C/C=C/c1cnc2c(c1)C(=O)N([C@@H](C)CO)C[C@H](C)[C@H](CN(C)CC1CCOCC1)O2
  BioA inh: -1.8
CCCC#Cc1ccc2c(c1)O[C@@H](CN(C)C(=O)Nc1ccc(OC)cc1)[C@H](C)CN([C@@H](C)CO)S2(=O)=O
  BioA inh: -1.2
